PrPC surface inh – inhibitors of human cell surface prion protein PrPC, primary screen, cell-based, TR-FRET. Major prion protein (Homo sapiens), P04156. TR-FRET read-out. inhibition, % at 13.8 µM. 370,000 compounds, 0.43% hits; in the data active = inhibition above about 24%; note: 0% = median of the test wells and 100% = reference compound wells
GDH-TPI counter – GDH-TPI coupling enzyme inhibitors, primary screen, artefact control for M. tuberculosis FBA inhibitor project, biochemical, absorbance, full deck; GDH-TPI coupled enzyme counterscreen, NADH absorbance; inhibition, % at 4.8 µM; 360,000 compounds, 1.2% hits;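 note: 0% = DMSO wells and 100% = wells lacking the enzyme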
UGM FP inh – M. tuberculosis UGM enzyme inhibitors, primary screen, biochemical, fluorescence polarization, single point; UDP-galactopyranose mutase (Mycobacterium tuberculosis (strain ATCC 25618 / H37Rv)), …; purified UGM, fluorescence polarization probe displacement; inhibition, % at 10 µM; 320,000 compounds, 0.06% hits; in the data active = inhibition above about 10%, passing the limit was not always enough; inconclusive = no clear call, values can overlap the other calls
Target sequence (P9WIQ1 whole entry, looked up): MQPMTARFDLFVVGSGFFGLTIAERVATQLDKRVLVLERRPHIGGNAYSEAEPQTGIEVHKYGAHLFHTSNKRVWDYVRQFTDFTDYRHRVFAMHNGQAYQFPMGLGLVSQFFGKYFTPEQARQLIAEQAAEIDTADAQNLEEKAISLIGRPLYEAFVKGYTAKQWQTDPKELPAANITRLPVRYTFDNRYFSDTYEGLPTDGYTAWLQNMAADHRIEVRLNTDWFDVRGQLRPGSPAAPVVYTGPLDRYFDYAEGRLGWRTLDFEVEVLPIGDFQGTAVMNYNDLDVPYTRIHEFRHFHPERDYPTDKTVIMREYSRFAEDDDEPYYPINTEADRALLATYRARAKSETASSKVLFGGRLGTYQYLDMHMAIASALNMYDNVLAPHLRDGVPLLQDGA
FadD28 FP inh – inhibitors of FadD28 bisubstrate probe binding, primary screen, biochemical, fluorescence polarization, single point; inhibition, % at 12.5 µM; 360,000 compounds, 0.22% hits; AID 588549, 2011; in the data active = inhibition above about 8.5%, passing the limit was not always enough; inconclusive = no clear call, values can overlap the other calls
BoNT A protease – BoNT/A light chain protease inhibitors, primary screen, biochemical, flow cytometry, MLPCN library; AID 588499, 2011; 360,000 compounds, 0.17% hits; inhibition, % at 10 µM; multiplex microsphere protease substrate cleavage; in the data active = inhibition above about 30%; inconclusive = no clear call, values can overlap the other calls; note: plate controls were buffer without enzyme for full effect and enzyme alone for no effect
BioA inh – M. tuberculosis BioA enzyme inhibitors, primary screen, biochemical, plate reader, single point, HTS | 7,8-diaminopelargonic acid synthase BioA (Mycobacterium tuberculosis) | purified M. tuberculosis BioA enzyme | inhibition, % at 9.99 µM | 360,000 compounds, 0.096% hits | AID 602481, 2012; in the data active = inhibition above about 40%; inconclusive = no clear call, values can overlap the other calls
BoNT-F LC inh – BoNT/F light chain protease inhibitors, primary screen, biochemical, flow cytometry, MLPCN library | Botulinum neurotoxin type F light chain protease (Clostridium botulinum) | Multiplex microsphere protease cleavage assay | inhibition, % at 10 µM | 360,000 compounds, 0.22% hits; in the data active = inhibition above about 35%, passing the limit was not always enough; inconclusive = no clear call, values can overlap the other calls; note: plate controls were buffer without enzyme for full effect and enzyme alone for no effect
CCHFV vOTU inh – CCHFV vOTU protease inhibitors, primary screen, biochemical, Pep-AMC substrate, fluorescence | inhibition, % at 11.5 µM | Crimean-Congo hemorrhagic fever virus L polyprotein viral ovarian tumor (vOTU) protease … | 370,000 compounds, 0.55% hits; note: 0% = vehicle wells with enzyme and 100% = no enzyme wells
FBA Mtb inh – Mtb FBA enzyme inhibitors, primary screen, biochemical, fluorescence, strain H37Rv. Fructose-bisphosphate aldolase (Mycobacterium tuberculosis (strain ATCC 25618 / H37Rv)), …. 360,000 compounds, 2.3% hits. inhibition, % at 1 µM. purified M. tuberculosis FBA, fluorescence read-out; in the data active = inhibition above about 27%;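 note: 0% = vehicle and 100% = reference inhibitor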
Target sequence (P9WQA3 whole entry, looked up): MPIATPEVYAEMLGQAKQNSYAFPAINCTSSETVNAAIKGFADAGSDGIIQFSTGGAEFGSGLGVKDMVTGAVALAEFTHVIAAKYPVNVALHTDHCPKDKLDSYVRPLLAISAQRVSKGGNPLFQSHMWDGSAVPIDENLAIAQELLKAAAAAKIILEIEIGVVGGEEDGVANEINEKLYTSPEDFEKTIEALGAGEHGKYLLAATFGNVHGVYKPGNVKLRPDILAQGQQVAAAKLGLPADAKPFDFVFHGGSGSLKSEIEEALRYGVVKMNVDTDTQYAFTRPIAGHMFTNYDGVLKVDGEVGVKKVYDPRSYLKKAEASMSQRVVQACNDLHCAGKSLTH
* = called active by the depositor; ? = inconclusive; · = no result given. Cut-off read from the data, not from the text of the source, unless noted: active = inhibition above about 30%; inactive = the rest.

Below each compound: PrPC surface inh | GDH-TPI counter | UGM FP inh | FadD28 FP inh | BoNT A protease | BioA inh | BoNT-F LC inh | CCHFV vOTU inh | FBA Mtb inh
[1] O=C(CCCC(=O)N/N=C\c1ccccn1)N/N=C\c1ccccn1
    -2 | 3 | 2.2 | 4.8 | -0.4 | · | -6 | -9 | 0
[2] CC(NC(=O)c1ccccc1F)c1nnc(SCC(=O)NC2=NCCS2)n1C (configuration not stated)
    10 | 0 | -1.7 | · | 0.2 | -0.2 | 2 | 0 | -3
[3] CCOC(=O)C1=CC[C@H]2c3c(c4ccc(OC)cc4n3C)C(=O)C1N2S(=O)(=O)c1ccc(C)cc1
    12 | 18 | 0.7 | -9.6 | 0.9 | -2.4 | 0 | 3 | 4
[4] O=C(c1ccco1)c1cn(CC(=O)N2CCCCC2)c2ccccc12
    -3 | 21 | -1.6 | -1.1 | -0.4 | 4.5 | 5 | 3 | -2
[5] CCNc1oc(-c2ccc(OC)cc2)nc1S(=O)(=O)c1ccc(Br)cc1
    -3 | 0 | 0.5 | -3.1 | ? | · | -7 | -10 | -1
[6] COC(=O)c1ccc2nc(-c3ccccc3)c(Cc3ccccc3OC)n2c1
    8 | · | · | -6.1 | 2.1 | -0.1 | -1 | 7 | 10
[7] O=C(COC(=O)c1c[nH]c(=O)[nH]c1=O)Nc1ccccc1
    -3 | -2 | 1.6 | 1.1 | 0.1 | · | 0 | -4 | 6
[8] Cc1ccc(-n2c(CNc3ccc(F)cc3)nnc2SCC(N)=O)cc1
    -1 | 14 | -2.3 | -0.6 | -1.3 | · | -8 | 2 | 0
[9] N#Cc1c(NC(=O)CSc2nc(-c3ccccc3)cc(C(F)(F)F)n2)sc2c1CCC2
    8 | 7 | 1.0 | -0.3 | -0.3 | -3.5 | -2 | -1 | 15
[10] COc1ccc(NC2CS(=O)(=O)CC2NCc2ccccc2)cc1 (configuration not stated)
    6 | 1 | 1.9 | -2.9 | 0.4 | -1.9 | 6 | 15 | 0
[11] C=C1C(=O)O[C@@H]2C[C@@H](C)[C@@H]3C=CC(=O)[C@@]3(C)[C@@H](OC(=O)CC(=O)O[C@H]3[C@@H]4C(=C)C(=O)O[C@@H]4C[C@@H](C)[C@@H]4C=CC(=O)[C@]43C)[C@H]12
    98* | -6 | 3.7 | -3.9 | 0.7 | -1.0 | -5 | 5 | 0
[12] Cc1ccc(-c2[nH]c(-c3ccccc3)nc2SCC(=O)NCC2CCCO2)cc1 (configuration not stated)
    3 | 3 | -3.5 | -1.0 | -0.1 | 3.4 | 2 | 6 | 6
[13] O=C1NC(Cc2ccc(O)cc2)c2nc3ccc(Br)cc3c(=O)n2-c2cc3ccccc3cc21 (configuration not stated)
    3 | 7 | · | -1.8 | -0.3 | 0.5 | -9 | 5 | 0
[14] CCCCOc1ccc(C2CC(=O)N(C)C2=O)cc1 (configuration not stated)
    1 | 6 | 2.6 | -0.6 | 0.3 | -1.7 | -6 | 2 | -3
[15] CCS(=O)(=O)N1CCC(C(=O)Oc2ccccc2Cl)CC1
    -3 | -1 | -1.5 | -0.3 | -0.9 | 0.7 | ? | -10 | 1
[16] CCOC(=O)c1sc(NC(=O)CSc2n[nH]c(-c3ccccc3)n2)c(C#N)c1C
    2 | 33* | 0.0 | -3.3 | -1.0 | 1.6 | -1 | 25 | 7
[17] Cc1ccc(Nc2nnc(SCC(=O)c3ccc(Br)s3)s2)c(C)c1
    5 | 16 | -0.5 | -4.7 | 0.0 | -1.4 | -6 | 12 | -2
[18] O=c1[nH]cnc2scc(C3COc4ccccc4O3)c12 (configuration not stated)
    -6 | 14 | 0.8 | -43 | 0.4 | 2.9 | 10 | 8 | -8
[19] C/C=C/C(=O)Nc1nnc(-c2ccccc2C)s1
    2 | 3 | 0.2 | -0.5 | 0.4 | -1.4 | 1 | 2 | 1
[20] Cc1c(NS(=O)(=O)c2ccccc2)ccc([N+](=O)[O-])c1Cl
    7 | 19 | · | 3.1 | -0.4 | 1.0 | -4 | 15 | 0
[21] COP(=O)(OC)C(NC(=O)/C=C/c1ccccc1)C(Cl)(Cl)Cl (configuration not stated)
    -11 | 2 | -0.1 | -1.5 | 0.3 | · | -5 | 16 | 2
[22] C=C(NS(=O)(=O)c1ccc(C)cc1)C(=O)OC
    -4 | 3 | · | -1.2 | -0.4 | -0.4 | -4 | 6 | 0
[23] O=C(CSc1nnnn1-c1ccccc1)Nc1ncc(Cc2cc(Cl)ccc2Cl)s1
    -7 | -8 | 3.9 | -4.0 | -0.5 | -1.0 | -9 | -9 | 2
[24] CCc1nc(NCc2ccco2)c2oc3ccccc3c2n1
    0 | 6 | -1.4 | -5.4 | -0.8 | 0.6 | 1 | 2 | 3
[25] CN(CC(=O)Nc1ccc(Cl)c(C(F)(F)F)c1)C(=O)c1cccc2cccnc12
    -8 | 2 | -0.4 | -5.4 | -0.8 | -0.4 | -9 | -2 | -3
[26] COc1ccccc1NC(=O)c1ccc(NC(=O)c2cc3c(s2)CCC3)cc1
    -2 | 21 | 0.6 | 0.6 | -0.2 | · | -6 | 1 | 0
[27] CCN(CC)CCCN1C(=O)c2oc3ccccc3c(=O)c2C1c1cccc(OC)c1OC (configuration not stated)
    2 | 4 | 2.9 | -2.1 | -0.9 | 1.6 | -10 | -8 | 2
[28] Clc1ccc2c(c1)C=Nc1c(NCc3ccccc3)ncnc1O2
    -2 | -4 | 1.3 | -4.7 | -2.0 | -1.4 | ? | 3 | 0
[29] Nc1nnnn1/N=C/C(Br)=C/c1ccccc1
    19 | 27 | -0.2 | -3.5 | -0.7 | -0.7 | 0 | -4 | -6
[30] CCCCc1cc(=O)oc2cc(C)cc(OC(C)C(=O)NCc3ccccn3)c12 (configuration not stated)
    0 | 10 | -0.3 | -3.2 | 0.4 | 0.1 | 1 | 1 | 63*
[31] CCCNC(=O)c1onc(CSc2cccc(OC)c2)c1C(=O)NCCC
    0 | 0 | -4.9 | 0.0 | 0.3 | -1.0 | 2 | 3 | 0
[32] CN(C)/C=N/N(C)c1ncccc1[N+](=O)[O-]
    -3 | 13 | -0.4 | -0.9 | 0.6 | -4.4 | 6 | 4 | 0
[33] O=C(c1ccccc1)c1ccc(C(=O)N2CCN(c3ccccc3O)CC2)cc1
    0 | -4 | · | -3.4 | -0.1 | 12 | 1 | -5 | -1
[34] COc1ccc(Cl)cc1C(=O)NNC(=O)CCNC(C)=O
    3 | 2 | 2.9 | -1.1 | -0.3 | -1.4 | 1 | 17 | 2
[35] COc1ccccc1CNS(=O)(=O)c1ccc(Cl)s1
    -2 | 7 | -0.9 | -1.6 | -0.3 | 1.7 | -4 | 11 | 0
[36] OCCC1CN(Cc2cnc(N3CCCC3)s2)CCN1Cc1ccccc1 (configuration not stated)
    4 | 2 | -0.6 | 1.9 | 0.5 | 0.0 | 2 | 7 | -1
[37] COc1ccc(C(=O)Nc2cccc(NC(=O)c3cccs3)c2)cc1
    -3 | 7 | 2.4 | -7.8 | -5.0 | 59* | -23 | -4 | -3
[38] C/C=C/C(=O)OCC(=O)Nc1ccc(OC)c(Cl)c1
    0 | -12 | · | -1.9 | 1.0 | -1.4 | 10 | 8 | 5
[39] CN(C)c1cc[n+](CC(=O)c2cccs2)cc1
    -4 | 3 | 2.2 | -2.0 | 2.0 | -0.8 | 28 | -18 | 2
[40] COc1ccc(Nc2nc(N)nc(CN(C)C3CCCCC3)n2)cc1
    -1 | 3 | -0.6 | 0.3 | -0.1 | -0.7 | -7 | 6 | 0

Only BoNT A protease (2 entries from above):
No. | Compound | BoNT A protease
30 | CCCCc1cc(=O)oc2cc(C)cc(OC(C)C(=O)NCc3ccccn3)c12 (configuration not stated) | 0.4
31 | CCCNC(=O)c1onc(CSc2cccc(OC)c2)c1C(=O)NCCC | 0.3

(next part)
Below each compound: PrPC surface inh | GDH-TPI counter | UGM FP inh | FadD28 FP inh | BoNT A protease | BioA inh | BoNT-F LC inh | CCHFV vOTU inh | FBA Mtb inh
[41] CCC(C)[C@H](NC(=O)NCc1ccc(S(N)(=O)=O)cc1)C(=O)OC (some centres not stated)
    3 | -2 | 0.2 | -4.6 | 0.5 | -0.2 | -3 | 0 | -4
[42] CN1CCN(c2ccc([N+](=O)[O-])c3cccnc23)CC1
    -49 | 9 | -1.1 | -0.9 | 0.0 | -0.5 | -3 | -6 | -13
[43] CCC(C)Sc1ccc([C@H]2N[C@@](C)(C(=O)OC)[C@H]3C(=O)N(C)C(=O)[C@@H]23)cc1 (some centres not stated)
    -2 | 6 | -0.6 | -2.0 | -0.7 | -0.3 | -3 | -4 | 2
[44] COC(=O)[C@@]1(Cc2ccc(F)cc2)[C@H]2c3cc(C(=O)N(C)C)n(Cc4ccc(S(C)(=O)=O)cc4)c3C[C@H]2CN1C(=O)c1ccccc1
    -12 | · | · | · | -0.3 | · | -9 | 4 | ·
[45] Cc1c(CN2CCCCC2)c(O)n(CCCO)c(=O)c1C#N
    2 | 22 | 2.7 | -0.8 | 0.2 | -3.7 | -4 | 6 | 0
[46] CCCCOC(=O)C1Cc2ccccc2C(=O)O1 (configuration not stated)
    2 | -7 | 2.4 | -0.8 | -2.4 | -0.1 | -2 | -2 | 2
[47] OCC1(Cc2ccc(F)cc2F)CCCN(Cc2ccc(Cl)cc2)C1 (configuration not stated)
    7 | 6 | 2.0 | -6.3 | -0.8 | 0.4 | ? | 4 | -2
[48] O=C(Cn1cnc2ccccc2c1=O)N1CCN(Cc2ccc3c(c2)OCO3)CC1
    -2 | -3 | -2.2 | -2.9 | 0.4 | 33 | 13 | -11 | -3
[49] C=CCn1c(SCC(=O)NC(=O)NCc2ccco2)nc2sc(CC)cc2c1=O
    0 | 6 | 0.3 | -0.8 | 0.0 | 1.9 | 4 | 13 | -4
[50] C/C=C1/CC(C)C(C)(O)C(=O)OCC2CCN3CCC(OC1=O)C23 (configuration not stated)
    -9 | 3 | 1.9 | -0.2 | -0.1 | · | 3 | 2 | 1
[51] O=C(N/N=C/c1cnc(N2CCCCC2)s1)c1ccc(C(F)(F)F)cc1
    -1 | 4 | 3.0 | -0.9 | -1.4 | · | -5 | 10 | -1

Of the compounds above, these have fluorine.
Below each compound: PrPC surface inh | GDH-TPI counter | UGM FP inh | FadD28 FP inh | BoNT A protease | BioA inh | BoNT-F LC inh | CCHFV vOTU inh | FBA Mtb inh
[2] CC(NC(=O)c1ccccc1F)c1nnc(SCC(=O)NC2=NCCS2)n1C (configuration not stated)
    10 | 0 | -1.7 | · | 0.2 | -0.2 | 2 | 0 | -3
[8] Cc1ccc(-n2c(CNc3ccc(F)cc3)nnc2SCC(N)=O)cc1
    -1 | 14 | -2.3 | -0.6 | -1.3 | · | -8 | 2 | 0
[9] N#Cc1c(NC(=O)CSc2nc(-c3ccccc3)cc(C(F)(F)F)n2)sc2c1CCC2
    8 | 7 | 1.0 | -0.3 | -0.3 | -3.5 | -2 | -1 | 15
[25] CN(CC(=O)Nc1ccc(Cl)c(C(F)(F)F)c1)C(=O)c1cccc2cccnc12
    -8 | 2 | -0.4 | -5.4 | -0.8 | -0.4 | -9 | -2 | -3
[44] COC(=O)[C@@]1(Cc2ccc(F)cc2)[C@H]2c3cc(C(=O)N(C)C)n(Cc4ccc(S(C)(=O)=O)cc4)c3C[C@H]2CN1C(=O)c1ccccc1
    -12 | · | · | · | -0.3 | · | -9 | 4 | ·
[47] OCC1(Cc2ccc(F)cc2F)CCCN(Cc2ccc(Cl)cc2)C1 (configuration not stated)
    7 | 6 | 2.0 | -6.3 | -0.8 | 0.4 | ? | 4 | -2
[51] O=C(N/N=C/c1cnc(N2CCCCC2)s1)c1ccc(C(F)(F)F)cc1
    -1 | 4 | 3.0 | -0.9 | -1.4 | · | -5 | 10 | -1

Screening data from PubChem BioAssay.
